ROMK mod: human ROMK K+ channel modulation, primary screen. P48048. Tet-inducible ROMK, thallium flux fluorescence; actives lie on both sides. B-score at 10 µM. 2% of 130,000 active. AID 1918;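 active means signal ratio slope over the read window, or its plate-corrected B-score, at least 3 SD from the plate mean, either direction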;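 further: B-score of the F/F0 ratio slope over 7 to 12 s after thallium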
Target sequence (P48048 whole entry, looked up): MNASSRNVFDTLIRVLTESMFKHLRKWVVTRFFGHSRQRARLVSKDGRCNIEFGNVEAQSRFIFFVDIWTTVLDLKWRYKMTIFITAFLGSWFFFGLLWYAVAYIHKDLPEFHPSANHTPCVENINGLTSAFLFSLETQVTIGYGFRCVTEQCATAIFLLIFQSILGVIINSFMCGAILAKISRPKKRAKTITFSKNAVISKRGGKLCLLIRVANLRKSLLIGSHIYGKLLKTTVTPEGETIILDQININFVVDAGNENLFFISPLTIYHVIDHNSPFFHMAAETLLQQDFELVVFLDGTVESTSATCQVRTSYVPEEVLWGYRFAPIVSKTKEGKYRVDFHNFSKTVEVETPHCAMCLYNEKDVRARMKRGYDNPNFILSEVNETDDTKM
Diaphorase inh: counter-screen for diaphorase-based assays: diaphorase inhibitors and chemical oxidizers | diaphorase resazurin-to-resorufin fluorescence, NADH, 16 min; bacterial (C. kluyveri) enzyme, not human | inhibition, % at 20 µM | 0.69% of 190,000 active;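 active means primary screen inhibition at 20 µM above a set limit, cut at about 50% in these data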;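 further: plate controls were DMSO with full reaction for no effect and wells lacking NADH for full effect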
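Test system: Clostridium kluyveri diaphorase enzyme / Quantity: diaphorase at 0.14 U/mL in enzyme working solution / Incubation: 16-min room-temperature incubation before reading / Benchmarks: NADH-free wells as positive control, DMSO-only neutral wells / Signal: resorufin fluorescence 544/590 nm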
G6PDH counter: L. mesenteroides G6PDH inhibition counter-screen; Purified L. mesenteroides G6PDH, diaphorase/resazurin coupled fluorescence, 45 min; inhibition, % at 5 µM; 0.12% of 200,000 active; AID 1020; in the data active means inhibition above about 50%
PPARg SRC1 recr: agonists of human PPARgamma SRC-1 coactivator recruitment | PPARgamma-SRC-1 coactivator recruitment biochemical assay | activation, % at 8 µM | 0.41% of 200,000 active; in the data active means activation above about 19%;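 further: 0% = DMSO and 100% = reference agonist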
SRC2 TRFRET art: TR-FRET artefact, counter-screen to PPARgamma/SRC-2 agonist assay; 0.4% of 200,000 active; stronger effect = higher value; TR-FRET ratio at 8 µM; in the data active means TR-FRET ratio above about 2000; further: inactives centre near 1500
Diaph act CS: activates diaphorase or chemically reduces, flagging diaphorase assay artifacts. Diaphorase/resazurin coupled assay, resorufin fluorescence, 16 min; stronger effect = higher value; 1 = vehicle wells, 0 = NADH-free wells. activation factor at 20 µM. 0.005% of 190,000 active;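 active means diaphorase activity raised at least twofold by the compound at 20 µM; inactive means activation factor below 2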
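test system = bacterial diaphorase enzyme (C. kluyveri) | quantity = enzyme 0.07 U/mL final | reagent = NADH substrate 0.114 mM plus resazurin dye 0.1 mM, final | incubation = 16 min enzyme reaction, ambient temperature | buffer or medium = HEPES pH 7.4 buffer with MgCl2 and Tween 20 | signal = fluorescence of resorufin, 544 nm excitation, 590 nm emission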
S1P3 antagonist: antagonists of human S1P3 receptor. Q99500. CHO S1P3 NFAT-BLA reporter, FRET fluorescence, antagonist mode. inhibition, % at 4.98 µM. 0.27% of 170,000 active;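 active means inhibition above the plate cutoff, the mean inhibition of test wells on that plate plus 3 SD, cut at about 28% in these data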;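 further: cells challenged with S1P at its EC80 of 0.8 µM; blue over green emission ratio from cleaved BLA substrate after 4 h stimulation; 0% = S1P-stimulated wells and 100% = unstimulated DMSO-only wells; some compounds past the cut are filed as inactive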
Target sequence (Q99500 whole entry, looked up): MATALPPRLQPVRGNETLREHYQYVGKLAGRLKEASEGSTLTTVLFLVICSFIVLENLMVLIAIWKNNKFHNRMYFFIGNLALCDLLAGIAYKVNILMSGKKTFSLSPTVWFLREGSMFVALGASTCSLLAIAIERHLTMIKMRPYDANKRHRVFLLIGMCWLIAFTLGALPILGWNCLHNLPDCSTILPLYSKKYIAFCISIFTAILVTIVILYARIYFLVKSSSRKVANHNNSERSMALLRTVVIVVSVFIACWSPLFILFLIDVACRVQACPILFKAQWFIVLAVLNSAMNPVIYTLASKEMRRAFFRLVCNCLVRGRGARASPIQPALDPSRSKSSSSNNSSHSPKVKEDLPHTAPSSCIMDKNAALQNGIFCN
PPARg SRC2 recr: PPARgamma-driven SRC-2 recruitment agonism. PPARgamma LBD-SRC-2 recruitment, biochemical. 0.34% of 200,000 active. activation, % at 8 µM. P37231. AID 1032; in the data active means activation above about 22%;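 further: 0% = vehicle and 100% = reference agonist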
PMI act: activators of human phosphomannose isomerase. 0.005% of 190,000 active. P34949. activation factor at 20 µM. AID 1214. purified human PMI, coupled resazurin fluorescence, 20 min; stronger effect = higher value; 1 = vehicle control, 0 substrate-free wells;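 active means activation factor of 2 or more at 20 µM, relative to plate controls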
PPARg SRC3 recr: promotes SRC-3 coactivator recruitment by human PPARgamma; biochemical PPARgamma/SRC-3 coactivator recruitment assay; AID 731; P37231; activation, % at 8 µM; 0.26% of 200,000 active; in the data active means activation above about 23%;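 further: 0% = DMSO and 100% = reference agonist; some compounds past the cut are filed as inactive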
PMI act hi M6P: activators of human phosphomannose isomerase at near-saturating mannose 6-phosphate; coupled PMI enzyme assay, resazurin fluorescence, 20 min; stronger effect = higher value; 1 = untreated enzyme, 0 = substrate-free blank; activation factor at 20 µM; 0.34% of 190,000 active;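 active means activation factor of 2 or more at 20 µM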
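test system = human PMI in coupled enzyme assay | medium = HEPES-buffered pH 7.4 with magnesium and detergent | also added = 1.0 mM mannose-6-phosphate substrate with 0.22 mM NADP+ | compound = 20 µM single dose | times = 20 min incubation at room temperature | measured by = resorufin fluorescence (Ex 544/Em 590 nm) from resazurin via diaphorase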
* = called active by the depositor; . = no result given.

SMILES | ROMK mod | Diaphorase inh | G6PDH counter | PPARg SRC1 recr | SRC2 TRFRET art | Diaph act CS | S1P3 antagonist | PPARg SRC2 recr | PMI act | PPARg SRC3 recr | PMI act hi M6P
CCN(CC(=O)NCCc1ccccc1)S(=O)(=O)c1ccc(Br)cc1 | . | -2 | -4 | -4 | 1402 | 1 | . | 6 | 1 | 4 | 0.9
COc1ccc(C(=O)NNC(=O)Nc2ccc(C)cc2)cc1 | -0.33 | 4 | 6 | 16 | 1552 | 1 | -5 | -1 | 1.1 | 1 | 1.1
CC(=O)Nc1ccc(C(=O)Nc2nc(-c3cccnc3)cs2)cc1 | 1.6 | -2 | 1 | 11 | 1466 | 1 | -8 | -5 | 0.6 | 1 | 1
O=C(NCc1cccnc1)c1ccc(COc2ccccc2Cl)o1 | 1.8 | . | 12 | 7 | 1380 | . | -26 | -6 | . | -2 | .
Cc1csc(NC(=O)CCNC(=O)c2ccc([N+](=O)[O-])cc2)n1 | 0.47 | 14 | -12 | 8 | 1697 | 0.9 | -29 | 4 | 0.9 | 1 | 1
COCCOCC(O)CN1CCN(c2ccccc2)CC1 (stereo not given) | . | -4 | 11 | -2 | 1698 | 1 | 26 | 0 | 1 | 3 | 1.1
S=C(NCCc1ccccc1)Nc1ccc(Br)cc1 | . | 26 | 6 | -7 | 1541 | 0.7 | 17 | 6 | 0.8 | 2 | 0.8
CCC(=O)Nc1nc2nc(-c3ccccc3)cc(-c3ccccc3)n2n1 | . | 1 | 4 | 2 | 1549 | 1 | . | 2 | 0.8 | -2 | 1
COc1ccc(-c2ccc(-c3noc(-c4ccccc4C)n3)c(OC)n2)cc1 | . | 15 | -2 | -7 | 1605 | 0.9 | -42 | -2 | 0.8 | -7 | 0.9
O=C(c1ccc(COc2ccc3ccccc3c2)o1)N1N=C(C(F)F)CC1(O)C(F)F (stereo not given) | 0.41 | 30 | -26 | 6 | 1594 | 0.7 | . | 16 | 0.7 | 15 | 0.8
O=C(NC(Cc1ccccc1)C(=O)NCc1ccccn1)c1ccco1 (stereo not given) | . | 7 | 2 | 5 | 1501 | 0.9 | -7 | 3 | 1 | 5 | 1
O=c1c2cnn(-c3ccccc3)c2ncn1CCc1ccccc1 | 0.17 | 8 | 9 | 8 | 1684 | 0.9 | -8 | 7 | 0.9 | 5 | 1
COc1ccc(OC)c(C2C(C(=O)N(C)C)=C(C)Nc3nc4ccccc4n32)c1 (stereo not given) | . | 9 | 8 | 5 | 1414 | 0.9 | -17 | 0 | 1 | -1 | 1
O=C(CCCCn1c(=O)c2ccccc2n(Cc2ccc(Cl)cc2)c1=O)NCc1ccco1 | . | 18 | -14 | -5 | 1502 | 0.8 | -26 | 1 | 0.8 | 2 | 0.8
CCSc1nnc(-c2ccccc2SC)o1 | -0.14 | 9 | 8 | 20* | 2020* | 0.9 | -13 | 19 | 1.8 | 11 | 2.1*
COc1ccc(/C=C2\SC(=S)N(NC(=O)c3ccncc3)C2=O)cc1OC | -1.3 | 10 | 13 | -1 | 1650 | 0.9 | -2 | 6 | 1 | 3 | 0.9
Cc1cccnc1NC(=O)c1ccc([N+](=O)[O-])o1 | 0.14 | 6 | -8 | 6 | 1444 | 0.9 | -3 | 0 | 0.9 | -1 | 1
Cc1ccnc(SCC(=O)c2cc3ccccc3o2)n1 | 0.15 | 6 | 0 | -6 | 1601 | 0.9 | 1 | 2 | 1.2 | 5 | 1
COc1cc2c(C(=O)N3CCN(c4ccccc4C)CC3)c(C)oc2cc1Br | . | 12 | 9 | -2 | 1435 | 0.9 | . | -6 | 1 | -5 | 0.9
CCN1CCN(C(c2cc3cccc(C)c3[nH]c2=O)c2nnnn2Cc2ccccc2)CC1 (stereo not given) | . | 10 | 7 | 2 | 1575 | 0.9 | -13 | 4 | 1 | -4 | 1
O=C(CCCn1c(=S)[nH]c2ccsc2c1=O)NCc1ccco1 | 0.063 | 25 | 10 | 2 | 1604 | 0.8 | . | -3 | 1.1 | 8 | 1.1
O=C(NCCc1ccccc1)C1CCCN1C(=O)Nc1ccc(F)cc1 (stereo not given) | . | 17 | 7 | 6 | 1614 | 0.8 | 1 | 5 | 0.9 | 0 | 0.9
COc1cccc(-c2nn(C)c3sc(C(=O)NCc4ccco4)cc23)c1 | . | 20 | -1 | 7 | 1553 | 0.8 | 41 | -1 | 0.9 | -1 | 0.9
CCn1c(SCc2ccc(C)cc2)nnc1C1CCN(S(=O)(=O)c2ccc(OC)cc2)CC1 | . | 17 | 6 | 2 | 1541 | 0.8 | . | 2 | 0.9 | -7 | 0.9
Cn1ncnc1SCc1cn2cccnc2n1 | . | 12 | 3 | 2 | 1733 | 0.9 | -10 | 8 | 1 | 7 | 1
COC(=O)c1ccc(-n2nnnc2SCC(=O)Nc2cc(OC)ccc2OC)cc1 | -0.024 | 17 | 7 | 5 | 1503 | 0.8 | 20 | 4 | 1 | -2 | 0.9
CC(=O)c1ccc2c(ccc3ccccc32)c1 | . | 22 | 14 | 1 | 1544 | 0.8 | . | 1 | 0.8 | 20 | 0.8
COC(=O)Cc1c(C(=O)OC)nnn1-c1cccc(C(F)(F)F)c1 | . | -2 | -5 | 6 | 1438 | 1 | -7 | 10 | 0.2 | 5 | 1.1
COc1cccc(NC(=O)c2ccccc2C(F)(F)F)c1 | -0.25 | 14 | 1 | 4 | 1520 | 0.9 | -20 | 7 | 0.8 | 2 | 0.9
O=C(Cc1cccs1)Nc1ccon1 | . | 9 | -12 | 5 | 1463 | 0.9 | 94* | 5 | 0.9 | -8 | 1

A different layout for three compounds above:
Order of values – ROMK mod | Diaphorase inh | G6PDH counter | PPARg SRC1 recr | SRC2 TRFRET art | Diaph act CS | S1P3 antagonist | PPARg SRC2 recr | PMI act | PPARg SRC3 recr | PMI act hi M6P
- O=C(NCCc1ccccc1)C1CCCN1C(=O)Nc1ccc(F)cc1 (stereo not given)
→ . | 17 | 7 | 6 | 1614 | 0.8 | 1 | 5 | 0.9 | 0 | 0.9
- COc1cccc(-c2nn(C)c3sc(C(=O)NCc4ccco4)cc23)c1
→ . | 20 | -1 | 7 | 1553 | 0.8 | 41 | -1 | 0.9 | -1 | 0.9
- CCn1c(SCc2ccc(C)cc2)nnc1C1CCN(S(=O)(=O)c2ccc(OC)cc2)CC1
→ . | 17 | 6 | 2 | 1541 | 0.8 | . | 2 | 0.9 | -7 | 0.9

The results go on:
SMILES | ROMK mod | Diaphorase inh | G6PDH counter | PPARg SRC1 recr | SRC2 TRFRET art | Diaph act CS | S1P3 antagonist | PPARg SRC2 recr | PMI act | PPARg SRC3 recr | PMI act hi M6P
CCCCNC(=O)c1c(C)cc(=O)oc1C | . | 14 | -8 | 4 | 1548 | 0.9 | . | 4 | 0.9 | -5 | 0.9
CN=C(Nc1ccc(C(=O)OC)s1)c1ccccc1 | -0.18 | 8 | -2 | 7 | 1664 | 0.9 | -8 | 8 | 1.1 | 2 | 1.1
CC(C)(C)OC(=O)N[C@@H](Cc1ccccc1)c1nnc(SCC(=O)c2ccc(Cl)cc2)o1 | . | 4 | 2 | 8 | 1554 | 1 | . | 1 | 0.9 | 9 | 0.9
COc1ccc(NC(=O)c2nn(C34CC5CC(CC(C5)C3)C4)cc2[N+](=O)[O-])cc1 | 0.0051 | 17 | 9 | -4 | 1435 | 0.8 | -21 | -4 | 0.8 | 0 | 0.9
O=C(CNC(=O)c1cccc(OC(F)F)c1)OCC(=O)c1ccccc1 | 0.83 | 1 | 8 | 3 | 1543 | 1 | 0 | -2 | 1 | 5 | 1
O=S(=O)(c1ccc(S(=O)(=O)N2CCCN(Cc3ccccc3)C2)cc1)N1CCCCCC1 | . | 12 | 2 | 3 | 1407 | 0.9 | -9 | 5 | 1 | 5 | 1
CCCCC(=O)NC(=S)Nc1nnn(CCC)n1 | . | 11 | 5 | 0 | 1370 | 0.9 | -18 | -9 | 0.9 | -3 | 1
O=C(O)c1cccc(-c2nnn(Cc3ccccc3Cl)n2)c1 | -0.087 | 4 | 9 | -5 | 1277 | 1 | . | 11 | 1.2 | 8 | 1.1
Nc1nnnn1/N=C/c1cccc(O)c1 | . | 3 | -20 | 15 | 1667 | 1 | . | -1 | 1 | 7 | 0.9
CNC(=S)NC12CC3CC(CC(C3)C1)C2 | -0.0035 | 5 | 8 | 0 | 1463 | 1 | -9 | 3 | 1 | -1 | 1
O=C(CSc1nc(C2CC2)nc2ccccc12)Nc1ccc2c(c1)OCCO2 | . | 1 | 6 | 2 | 1570 | 1 | . | 5 | 1 | -2 | 1.1
COc1ccc(/C=C2\SC(=O)N(CCNC(=O)Cn3cnnn3)C2=O)cc1 | 0.24 | 6 | -2 | 4 | 1641 | 0.9 | . | 3 | 1 | -5 | 1
O=C(c1ccccc1)N(Cc1nc2ccccc2c(=O)[nH]1)C1CCCC1 | -0.035 | 7 | 9 | 2 | 1699 | 0.9 | -2 | 9 | 1 | 7 | 1
Nc1nc(N)c(N=Nc2ccc(Cl)cc2)c(=O)[nH]1 | 0.18 | 4 | -5 | 11 | 1617 | 1 | -1 | -1 | 1 | 3 | 1
O=C(Nc1ccc(Br)cc1F)c1sccc1-n1cccc1 | -1.2 | -2 | 4 | 0 | 1520 | 1 | . | -5 | 1 | -3 | 1
Cc1ccccc1C(=O)NC1CCN(Cc2nnnn2C2CCCC2)CC1 | . | 3 | 1 | 2 | 1506 | 1 | . | 6 | 1 | 15 | 0.9
CCNc1nc(NCC)n2c(SCC(=O)NC34CC5CC(CC(C5)C3)C4)nnc2n1 | . | 12 | 0 | -4 | 1382 | 0.9 | -1 | -1 | 1 | 5 | 1
COCCCN1CN(Cc2ccccc2)CNC1=S | . | 14 | 3 | 0 | 1259 | 0.9 | -10 | -8 | 0.8 | -1 | 0.9
Cc1sc(-c2ccncc2)nc1OC(=O)c1ccc(Cl)cc1 | . | 30 | -2 | 2 | 1548 | 0.7 | . | 7 | 0.9 | -3 | 0.9
CCCCOc1ccc(/C=C/C(=O)NC2=Nc3ccccc3NC(C)=C2C(=O)OCC)cc1OC | -0.29 | 12 | -10 | 7 | 1576 | 0.9 | 3 | -1 | 0.3 | 6 | 0.9
Cc1ccc(Cn2ncc3c(N4CCN(Cc5ccc(Cl)cc5)CC4)ncnc32)cc1 | -2.1 | 21 | 7 | 6 | 1555 | 0.8 | . | 0 | 1.2 | 5 | 1.3
C=CCn1c(COc2ccc(OC)cc2)nnc1SCn1nnc2ccccc2c1=O | 0.3 | 2 | 1 | 1 | 1573 | 1 | -3 | 10 | 1 | 4 | 1
CC(NC(=O)CSc1nnc(-c2cccc(S(=O)(=O)N3CCCCC3)c2)o1)C12CC3CC(CC(C3)C1)C2 (stereo not given) | -3.8* | 26 | 2 | -1 | 1399 | 0.7 | . | 3 | 0.9 | 4 | 0.9

Compound activity deposited in PubChem by several laboratories.
